Yfh1-depleted yeast = enhancers of respiration in Yfh1-depleted yeast, dose response, Friedreich's ataxia, plus single-dose screen (AID 1465) | S. cerevisiae Yfh1-off respiration, WST-1 reduction, 72 h; higher fold induction means a stronger effect | fold induction at 50 µM; hits with a dose series show EC50 in µM | actives 0.074% (n = 220,000);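 active = fold induction of absorbance versus untreated yeast above a set limit, then at least 30% activation at any dose in follow-up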;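 also: activators that raise dye reduction in frataxin-depleted yeast; strong numbers were not always called active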
M17LAP inhibition = P. falciparum M17LAP inhibitors, primary screen, biochemical, fluorogenic H-Leu-NHMec substrate, 1536-well (AID 1619); Leucine aminopeptidase (Plasmodium falciparum (isolate 3D7)); recombinant M17LAP, H-Leu-NHMec fluorogenic kinetic assay; higher % means a stronger effect; inhibition, % at 30 µM, or IC50 in µM where a hit was titrated; actives 0.38% (n = 220,000);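 active = compound inhibiting the enzyme by more than half at any dose during confirmatory dose-response retesting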;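 also: plate controls were full reaction with DMSO carrier for no effect and no enzyme background for full effect; strong numbers were not always called active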
Dynein cargo inh = inhibitors of GR-EGFP nuclear translocation, primary screen, dynein cargo transport inhibitor project, imaging, high-content, 3617.4 mouse cells; test concentration mostly 20 µM; stimulated with dexamethasone, 1 µM; active compounds read low; z-score, hits read low; actives 0.47% (n = 220,000); AID 1381, 2008;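 active = plate z-score of nuclear minus cytoplasmic receptor signal below a set negative limit, without overly bright fluorescence or cell loss, cut at about -3.5 in these data, passing the limit was not always enough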;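 also: z-score of nuclear minus cytoplasmic ring GR-EGFP intensity difference per well; some compounds called inactive have numbers as strong as hits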
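Medium: Induction medium lacking tetracycline, stripped serum | Probe or stimulus: 1.0 µM final dexamethasone stimulus | Schedule: 48 h induction, then 1 h compound, then 30 min agonist, 37 °C | Signal: Automated 10x imaging of fixed Hoechst-stained cells | Evaluation: Per-cell GR-EGFP intensity, nucleus versus surrounding cytoplasmic ring, well-averaged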
Autophagy mod = autophagy modulators in MEF cells, primary screen, imaging, high-content, MEF GFP-LC3; MEF GFP-LC3 puncta imaging; test concentration mostly 10 µM; calls only at 10 µM (by protocol); actives 0.98% (n = 190,000); AID 463193, 2010;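 active = percentage of spot-positive cells more than 3 SD above its plate mean, without a fluorescence outlier flag or 80% toxicity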;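 also: spot-positive cell cutoff set from DMSO-treated cells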
MT stabilizer = microtubule stabilizers in HeLa cells, primary screen, imaging, high-content imaging | HeLa tubulin immunostaining HCS, 24 h; share of cells brighter than vehicle mean+2SD | AID 2205, 2009 | actives 0.83% (n = 200,000) | % tubulin-high responders, % at 10 µM;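 active = plate Z-score above 3 for both tubulin-high and condensed-nucleus cell shares, with cell loss under 80%, at 10 µM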;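 also: anti alpha tubulin signal scored within the nucleus-defined area of each cell; some results filed as inactive read as strong as hits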
Ins promoter up = insulin promoter activators in MIN6 cells, imaging, high-content screening, mouse beta cells | MIN6 insulin promoter-GFP reporter; active compounds read high | z-score at 5 µM | actives 0.3% (n = 190,000) | AID 1625, 2009;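 active = z-score above 3 at 5 µM with at least 500 cells counted in the well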
Lipid droplet = inhibitors of hepatocyte lipid droplet formation, primary screen, imaging, high-throughput imaging, BODIPY stain; actives 0.4% (n = 240,000); inhibition, % at 6.5 µM; AML12 mouse hepatocytes, oleate lipid droplets;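 active = lipid droplet intensity inhibited by at least 50%, with more than 500 cells counted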
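Technique: fluorescence imaging, 20x objective, two fields per well / Assay system: AML12 hepatocytes (mouse) / Measure: % inhibition of lipid droplet signal / Doses: 6.5 µM single-point dosing / Incubation: overnight exposure / Reagent: 100 µM oleic acid challenge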
CSM14.1 death rescue = rescue of cells from ER stress-induced death, primary screen, 384-well, CSM14.1, thapsigargin, ATP luminescence (AID 1222). CSM14.1 thapsigargin-induced death rescue, ATP luminescence; higher % means a stronger effect. cellular ATP content (survival), % at 20 µM; hits with a dose series show EC50 in µM. 190,000 tested, under 10 active;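 active = EC50 below 50 µM in the dose-response confirmation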;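 also: death triggered by thapsigargin at about 15 µM added after 2 h compound pretreatment; cell ATP read after overnight thapsigargin exposure of roughly 18 to 22 hours; normalized against plate controls of thapsigargin alone and 5% DMSO vehicle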
M1AAP inhibition = P. falciparum M1AAP inhibitors, biochemical, fluorogenic H-Leu-NHMec substrate, 1536-well (AID 1445); Aminopeptidase N (Plasmodium falciparum (isolate 3D7)); recombinant M1AAP, H-Leu-NHMec fluorogenic kinetic assay; higher % means a stronger effect; inhibition, % at 30 µM; hits with a dose series show IC50 in µM; actives 0.42% (n = 220,000);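 active = primary inhibition above the hit cutoff, then over 50% inhibition at one or more dose response concentrations, cut at about 23% in these data, passing the limit was not always enough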;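 also: plate controls were DMSO full reaction for no effect and no enzyme background for full effect; strong numbers were not always called active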
Dynein cargo inh cytoplasmic EGFP = second read-out of Dynein cargo inh, no call of its own (marks repeat the call); z-score; measured here: cytoplasmic GR-EGFP intensity; active compounds read high
Dynein cargo inh nuclear GR-EGFP = further read-out of Dynein cargo inh, marked with its call; z-score; measured here: nuclear GR-EGFP intensity;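 lower value marks the stronger effect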
Dynein cargo inh cell count = second read-out of Dynein cargo inh, no call of its own (marks repeat the call); z-score; measured here: cell count per field
Ins promoter up cell count = further read-out of Ins promoter up, marked with its call; cell count; measured here: cytotoxicity, nuclei count;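 total cells summed across four imaged fields per well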
Lipid droplet cells 6.5 µM = further read-out of Lipid droplet, marked with its call; cell count; measured here: cell count, cytotoxicity flag;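 cells counted across two imaged fields per well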
MT stabilizer Hoechst-high % = recorded beside MT stabilizer, whose call it bears; % Hoechst-high responders; measured here: nuclear condensation Hoechst responders;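 share of cells brighter than vehicle mean plus two SD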
MT stabilizer cytotoxicity % = further read-out of MT stabilizer, marked with its call; toxicity, %; measured here: cytotoxicity by cell density;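 0% = mean cell density of plate MIN control wells and 100% = no cells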
Autophagy mod cell loss 18 h = second read-out of Autophagy mod, no call of its own (marks repeat the call); toxicity, %; measured here: cell loss, nuclei count;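 cell loss after 18 h compound exposure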
Active calls of the source: *; i = inactive; nt = not tested or not shown; + = active, no number. Rows were taken by chance, and some 3.5% of all compounds hit somewhere here.

SMILES	Yfh1-depleted yeast	M17LAP inhibition	Dynein cargo inh	Dynein cargo inh cytoplasmic EGFP	Dynein cargo inh nuclear GR-EGFP	Dynein cargo inh cell count	Autophagy mod	Autophagy mod cell loss 18 h	MT stabilizer	MT stabilizer Hoechst-high %	MT stabilizer cytotoxicity %	Ins promoter up	Ins promoter up cell count	Lipid droplet	Lipid droplet cells 6.5 µM	CSM14.1 death rescue	M1AAP inhibition
S=C1NCCNC(=S)NCCOCCOCCOCCN1	i	-2.0%	0.137	-0.328	0.218	0.459	i	11.0	3.2	1.7	4.6	-0.71	1363	41.6	694	-0.6%	-1.9%
COc1ccc(NS(=O)(=O)c2ccc(N3CCOCC3)c(NC(=O)c3ccccc3Br)c2)cc1	i	3.4%	-0.474	0.105	-0.054	0.694	nt	nt	nt	nt	nt	-0.17	1078	1.6	688	nt	7.2%
COc1cc(-c2cc(C(=O)NCCc3ccc(S(N)(=O)=O)cc3)c3ccccc3n2)cc(OC)c1OC	i	5.6%	0.174	-0.256	0.169	-0.113	nt	nt	nt	nt	nt	-0.05	1176	-12.0	710	nt	1.4%
Cc1cc(C)c[n+](C[n+]2cc(C)cc(C)c2)c1	i	11.8%	-0.423	-0.275	-0.0802	0.242	i	20.8	2.1	2.2	8.4	-0.57	1533	8.4	670	-1.0%	-3.3%
O=C(N=C1N=C2C=CC(Br)=CN2Cc2ccccc21)c1ccc([N+](=O)[O-])cc1[N+](=O)[O-]	i	-5.5%	-0.489	-0.286	-0.142	0.766	nt	nt	nt	nt	nt	0.52	1351	1.7	684	nt	6.7%
CCn1c2ccccc2c(=O)c2ccccc21	i	-127.0%	0.714	-0.121	0.268	-0.879	i	6.3	3.3	2.2	4.5	0.49	1650	-1.2	733	2.2%	6.7%
Fc1ccc(-n2cc(-c3ccccc3)c3c(NN4CCOCC4)ncnc32)cc1	i	16.9%	0.127	-0.056	0.193	0.0349	i	-3.5	3.5	1.8	9.6	-0.16	1481	-6.2	690	-2.8%	-4.0%
Cc1nc(N2CCN(Cc3ccc(Cl)cc3)CC2)c2oc3ccccc3c2n1	i	1.8%	-0.977	-0.199	-0.455	1.44	nt	nt	nt	nt	nt	-0.34	1027	-6.9	746	nt	0.3%
O=C(Nc1ccc2c(c1)OCCO2)c1cc(-c2ccccc2)nc2ccccc12	i	-3.4%	1.26	-0.0223	0.316	-0.271	i	0.5	3.9	1.0	0.6	-0.87	1283	nt	nt	-0.8%	4.3%
Cc1ccc(S(=O)(=O)N(Cc2ccccc2)Cc2ccco2)cc1	i	7.8%	-0.427	-0.226	0.0195	0.877	i	13.6	2.0	1.5	7.1	-1.78	1823	-3.5	728	-1.4%	13.8%
CCOC(=O)c1c(-c2ccccc2)csc1NC(=O)/C(C#N)=C/c1ccc(O)c(OC)c1	i	-2.8%	-4.75*	1.48*	-2.98*	-0.244*	+	-2.9*	6.0	3.6	2.7	1.34	1375	3.9	672	-0.7%	3.6%
O=c1c(N2CCCCC2)coc2ccccc12	i	2.7%	-0.878	-0.165	-0.488	0.782	i	3.7	1.6	1.2	9.1	0.03	925	1.3	762	1.1%	4.9%
CCCCNC(=S)NNC(=O)c1cc(C)on1	i	7.3%	-0.798	-0.267	-0.314	0.882	i	3.6	1.2	1.3	8.3	0.34	1131	nt	nt	-2.5%	5.6%
COc1cccc(/C=C(/C(=O)OCC(N)=O)c2ccccc2)c1	i	3.6%	1.25	-0.335	0.85	-0.494	i	3.8	2.1	3.8	9.8	0.65	1270	-3.8	711	-1.5%	9.8%
Cc1c([N+](=O)[O-])cc(C(=O)NCc2ccc(F)cc2)cc1[N+](=O)[O-]	i	18.2%	-0.549	0.114	0.135	1.3	i	-15.7	3.0	1.6	8.3	-0.69	1314	-18.9	672	0.5%	8.8%
CC(=O)c1ccc(NC(=O)c2ccc(NC(=O)CCS(=O)(=O)c3cccs3)cc2)cc1	i	-14.3%	-0.8	-0.268	-0.0248	1.19	i	8.7	2.9	1.7	10.7	0.48	1551	4.2	690	-0.2%	-0.4%
COc1cc(C(CCN2CCN(c3ccccc3)CC2)c2c(OC)cc(OC)c3ccc(=O)oc23)cc(OC)c1OC (centres undefined)	i	6.5%	0.736	-0.741	0.357	-0.423	nt	nt	nt	nt	nt	-0.4	1093	21.4	748	nt	2.2%
Cc1cc2nn(-c3cccc4ccccc34)nc2cc1N	i	3.2%	-0.876	-0.207	-0.217	0.41	i	-2.5	3.6	2.3	4.3	-0.83	1901	-4.3	625	-2.6%	4.5%
COc1ccc(N2CSC3=C(C#N)C(c4cc(OC)c(OC)cc4OC)CC(=O)N3C2)c(OC)c1 (centres undefined)	i	-9.3%	0.126	-0.151	0.229	-0.0992	i	9.9	5.6	2.1	7.8	-0.53	863	nt	nt	-1.5%	12.3%
Cc1ccc(CNC(=O)c2sccc2-n2cccc2)cc1	i	-2.3%	-0.767	-0.229	-0.145	0.375	i	-1.2	3.5	1.7	8.0	0.65	991	5.3	757	-0.9%	3.1%
O=C(CSc1nnc(-c2ccccc2Cl)o1)Nc1ccccn1	i	16.1%	1.61	0.422	1.52	-1.4	i	-12.0	4.7	1.3	7.9	-0.69	1375	-1.2	653	-2.5%	6.1%
COC(=O)c1ccccc1NC(=O)CSc1nnnn1C	i	6.6%	-0.735	-0.222	-0.393	0.34	i	-7.2	2.1	1.7	7.2	nt	nt	-0.5	816	-1.2%	-0.8%
CCN1CC(CN(C)Cc2nc(COc3ccccc3)no2)CC1=O (centres undefined)	i	-0.1%	0.517	0.0384	0.0819	0.16	i	-18.8	2.8	1.8	1.3	-0.72	1425	0.4	698	0.6%	10.8%
CCC1S/C(=N/C(=O)NC2CCCCC2)NC1=O (centres undefined)	i	16.4%	0.701	-0.214	0.3	0.495	i	-2.4	3.0	1.6	1.7	nt	nt	-5.7	636	-3.1%	1.5%
CNC(=O)NC(=O)COC(=O)c1ccccc1OCc1ccccc1	i	-3.1%	-0.556	-0.282	-0.00164	0.505	i	11.8	2.7	1.9	7.7	-0.16	1365	15.7	682	nt	-4.6%
COC(=O)c1c(NC(=O)c2ccco2)sc(C(=O)N(C)C)c1C	i	19.1%	0.717	-0.194	0.921	-0.229	i	-9.3	4.8	2.1	4.6	-0.05	1230	11.7	771	0.1%	9.8%
Cc1cccc(NC(=O)Cc2ccc(F)cc2)c1	i	11.5%	0.543	0.107	-0.0311	-0.166	i	7.4	2.6	1.7	22.2	0.58	863	3.1	747	-1.0%	6.7%
Clc1ccc(-n2nnc(-c3cccnc3)n2)cc1Cl	i	-3.2%	0.121	-0.26	0.469	-0.664	i	5.0	5.5	1.2	10.5	nt	nt	17.0	657	-0.3%	-3.4%
COC(=O)c1c(NC(=O)CC2SCC(C(=O)OC)NC2=O)sc2c1CCCC2 (centres undefined)	i	6.4%	0.156	-0.209	0.291	-0.679	i	1.1	2.6	1.8	4.4	-0.48	801	nt	nt	-0.6%	2.9%
CCOc1ccc(C(=O)NC(C(=O)NCc2ccccn2)C(C)C)cc1 (centres undefined)	nt	22.1%	1.36	-0.217	0.643	-0.191	i	-8.1	1.9	1.0	8.6	0.49	1002	-6.9	759	0.4%	7.1%
CCc1ccc(/C(C)=N/NC(=O)c2ccccn2)cc1	i	1.5%	0.554	-0.223	-0.242	0.407	i	-17.6	4.2	2.2	12.2	-0.62	1291	-3.8	719	nt	-0.7%
C#CCOC(=O)CCC(=O)NCCc1ccccc1	i	5.2%	0.162	-0.178	0.489	1.29	i	12.4	6.7	2.2	1.4	0.05	1236	nt	nt	nt	-9.6%
CSc1ccccc1NC(=O)CN(Cc1ccc(Cl)cc1)S(C)(=O)=O	i	11.5%	-2.11	-0.152	-1.12	0.417	i	-8.2	4.8	1.8	5.4	-0.33	1143	14.1	796	2.4%	3.2%
COc1ccc(Nc2cc(Cl)nc(N)n2)cc1OC	i	12.3%	-0.689	-0.236	-0.411	1.16	i	-6.4	2.4	2.7	3.3	-0.7	1262	-8.3	784	2.6%	9.2%
COc1ccc(Cn2c(=O)[nH]c3cc(C(=O)NCCc4ccc(S(N)(=O)=O)cc4)ccc3c2=O)cc1	i	12.5%	-0.426	-0.166	-0.34	0.651	i	-6.8	2.0	1.8	11.0	-1.27	1250	3.5	705	-2.3%	6.8%
Clc1cccc(Cc2ccc(Cl)nn2)c1	i	-20.2%	-0.716	-0.178	-0.427	0.616	i	19.0	2.4	2.0	6.1	-0.04	1268	27.5	700	-0.7%	4.4%
COc1ccc(/C(C)=C2\SC(=S)N(CCC(=O)O)C2=O)cc1	i	30.1µM*	0.438	-0.179	0.0926	-0.415	i	3.1	0.9	1.5	8.2	-0.19	874	12.2	760	2.6%	14.5%
